Screening results: PubChem BioAssay, The Scripps Research Institute Molecular Screening Center
GPR151 ag: human GPR151 activation. Q8TDV0. PathHunter beta-arrestin GPR151 cells, luminescence. activation, % at 11.2 µM. 1% of 650,000 active. AID 1508602; in the data active = activation above about 4.9%;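 also: 0% = median of compound wells and 100% = cells with positive control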
Target sequence (Q8TDV0 whole entry, looked up): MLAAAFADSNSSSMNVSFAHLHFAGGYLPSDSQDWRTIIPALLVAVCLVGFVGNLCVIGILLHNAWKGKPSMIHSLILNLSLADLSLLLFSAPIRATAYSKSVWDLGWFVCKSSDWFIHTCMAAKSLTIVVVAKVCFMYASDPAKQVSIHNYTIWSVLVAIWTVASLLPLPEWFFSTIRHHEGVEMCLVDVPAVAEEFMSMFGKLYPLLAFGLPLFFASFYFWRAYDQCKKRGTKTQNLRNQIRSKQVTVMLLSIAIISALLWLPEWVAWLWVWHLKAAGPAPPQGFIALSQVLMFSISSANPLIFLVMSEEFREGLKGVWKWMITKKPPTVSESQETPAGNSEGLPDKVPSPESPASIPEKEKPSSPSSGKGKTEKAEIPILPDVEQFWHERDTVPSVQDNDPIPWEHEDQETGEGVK
TEAD-YAP inh: TEAD-YAP interaction inhibition | 1.4% of 640,000 active | AID 1259422 | HEK-TIYL cells, TEAD-Gal4/YAP UAS-luciferase luminescence | inhibition, % at 9.12 µM; in the data active = inhibition above about 32%;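 also: 0% = median of test compound wells and 100% = reference inhibitor wells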
MITF primary: human MITF inhibition, primary screen; O75030; AlphaScreen MITF homodimerization, bead proximity signal; inhibition, % at 2.6 µM; 0.91% of 650,000 active; in the data active = inhibition above about 50%;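 also: 0% = vehicle wells with protein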
FBW7 act: activators of human E3 ligase FBW7. Q969H0. AlphaScreen FBW7–phospho-cyclin E peptide binding, activator screen. normalized activity (activation), % at 26.1 µM. 0.13% of 650,000 active; in the data active = normalized activity above about 1.9%;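 also: purified mutant Fbw7 with reduced substrate affinity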
Target sequence (Q969H0 whole entry, looked up): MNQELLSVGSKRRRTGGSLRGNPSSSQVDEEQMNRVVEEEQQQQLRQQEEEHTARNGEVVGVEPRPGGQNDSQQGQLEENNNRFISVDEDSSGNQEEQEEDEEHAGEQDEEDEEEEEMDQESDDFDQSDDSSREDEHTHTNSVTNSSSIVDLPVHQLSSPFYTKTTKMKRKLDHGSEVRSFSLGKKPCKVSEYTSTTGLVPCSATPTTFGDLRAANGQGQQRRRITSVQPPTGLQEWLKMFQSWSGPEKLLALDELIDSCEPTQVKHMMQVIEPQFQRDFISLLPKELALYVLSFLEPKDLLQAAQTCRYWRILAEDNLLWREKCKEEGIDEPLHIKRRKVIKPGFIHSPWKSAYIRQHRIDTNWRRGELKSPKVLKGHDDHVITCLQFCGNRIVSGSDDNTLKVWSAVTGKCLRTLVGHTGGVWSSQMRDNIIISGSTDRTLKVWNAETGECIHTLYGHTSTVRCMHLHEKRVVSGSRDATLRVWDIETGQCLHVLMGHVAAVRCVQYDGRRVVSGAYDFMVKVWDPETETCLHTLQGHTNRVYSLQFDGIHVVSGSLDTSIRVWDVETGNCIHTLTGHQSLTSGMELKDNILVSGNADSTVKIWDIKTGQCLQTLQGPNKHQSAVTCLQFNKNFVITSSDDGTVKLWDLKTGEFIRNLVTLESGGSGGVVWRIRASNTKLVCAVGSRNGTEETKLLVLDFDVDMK
Numbers without * were called inactive.

| canonical_smiles | GPR151 ag | TEAD-YAP inh | MITF primary | FBW7 act |
| --- | --- | --- | --- | --- |
| Cc1cc(C)c2c(N)c(C(=O)Nc3cccc4cccnc34)sc2n1 | 0.5 | 3 | 2 | -0.1 |
| CC(=O)N1N=C(CC#N)OC1(C)CC(=O)Nc1ccccc1 (stereo not drawn) | -0.2 | 3 | 15 | 0.0 |
| CCOC(=O)c1cc2c(c(CSc3nc4ccccc4c(=O)n3CCN3CCOCC3)c1)OCOC2 | -1.9 | -6 | -17 | 0.0 |
| COC(=O)CN(C)C1CCC(=O)N(Cc2cccc(Cl)c2)CC1 (stereo not drawn) | 1.8 | -10 | 4 | 0.0 |
| N#CCC1Nc2ccccc2S(=O)(=O)N1 (stereo not drawn) | 3.6 | -6 | 3 | 0.6 |
| Cc1ncc(CO)c2cc(C(=O)Nc3ccc(Cl)cc3)c(=N)oc12 | -1.0 | -1 | -15 | 0.0 |
| CN(C)CCNc1ccc(-c2ccccc2C=O)cn1 | -0.6 | -6 | 20 | 0.2 |
| O=C(Cc1cccs1)N/N=C\c1ccc(F)cc1 | 1.8 | -4 | 4 | 0.0 |
| C/C(CC(=O)NC1CCCCC1)=N\NC(=O)c1ccncc1 | 1.0 | 3 | 6 | 0.0 |
| C(=N\N=C1c2ccccc2-c2ccccc21)/c1ccncc1 | -0.4 | -10 | -5 | -0.1 |
| O=C(O)C1CC(=O)N(Cc2ccc(Cl)cc2)C(=Nc2ccc(Cl)cc2)S1 (stereo not drawn) | -0.2 | 8 | 8 | -0.1 |
| CC1CCCN(S(=O)(=O)c2ccc([N+](=O)[O-])cc2)C1 (stereo not drawn) | 5.7* | -4 | 4 | -0.3 |
| Cc1ccc(S(=O)(=O)Nc2nccnc2-c2ccc(CO)cc2)nc1 | 0.3 | -4 | -8 | -0.2 |
| CCN(CC)Cc1c(C(=O)N/N=C/c2cccc(OC)c2O)nnn1-c1nonc1N | -0.7 | 14 | 60* | -0.4 |
| O=C(C1CCCO1)N1CCC[C@H]1Cn1nc(-c2ccc(F)cc2)ccc1=O (stereo partly drawn) | 0.1 | 4 | -17 | 0.0 |
| O=C(NC1CC1)c1ccnc(-c2cccs2)c1 | -0.4 | -15 | 66* | 0.1 |
| CCOC(=O)c1ccc(NC(=O)/C(Cl)=C\c2ccccc2)cc1 | 2.3 | -5 | -1 | -0.1 |
| COC(=O)C(C)N(c1ccc(C)c(C)c1)S(C)(=O)=O (stereo not drawn) | 0.0 | 5 | 15 | 1.7 |
| Cc1nn(C(C)C)c(C)c1CN1CCN(Cc2ccc(F)cc2)C(CCO)C1 (stereo not drawn) | -0.4 | -12 | -15 | -0.2 |
| CC(C)c1ccccc1OCC(O)CNC(C)(C)C (stereo not drawn) | 0.6 | 8 | 0 | 0.0 |
| Cc1sc(NC(=O)CN(C(=O)c2cccc(F)c2)C2CCCCC2)c(C(N)=O)c1C | -0.6 | 18 | 5 | 0.1 |
| c1ccc(Oc2ccc(Nc3nc(-c4csc5ccccc45)nc4c3ncn4C3CCCCC3)cc2)cc1 | -1.5 | -4 | 0 | 0.1 |
| O=C1c2ccc([N+](=O)[O-])cc2C(=O)N1c1cccc(I)c1 | -0.2 | -1 | 9 | 0.1 |
| COc1ccc(-c2cc(-c3ccccc3)c(C#N)c(SCCS(=O)Cc3ccccc3)n2)cc1 (stereo not drawn) | -0.3 | 16 | 4 | 0.1 |
| COC(=O)c1ccc(NC(=O)CN2CCN(C(=O)c3ccco3)CC2)cc1 | -1.2 | 24 | 2 | 0.0 |
| Cc1ccc(/C=C2\C(=N)N3N=C(S(=O)(=O)CC(C)C)SC3=NC2=O)o1 | -0.5 | 9 | 5 | -0.1 |
| Cc1c(NC(=O)CSS(=O)(=O)O)c(=O)n(-c2ccccc2)n1C | 1.4 | -11 | -4 | -0.1 |
| CN(C)CCOc1cc(-c2ccncc2)ccc1NC(=O)C1COc2ccccc2C1 (stereo not drawn) | 0.0 | -4 | -12 | 0.0 |
| N=C1S/C(=C/c2ccc(-c3cc(Cl)ccc3[N+](=O)[O-])o2)C(=O)N1c1nonc1N | -1.2 | 6 | 2 | -0.1 |
| CC1CCCCN1C(=O)C1CCCCN1S(=O)(=O)c1ccccc1[N+](=O)[O-] (stereo not drawn) | -1.1 | 3 | 6 | 0.0 |

Rewritten with two lines to a compound: entries from further up
Values in the order: GPR151 ag, TEAD-YAP inh, MITF primary, FBW7 act
CN(C)CCOc1cc(-c2ccncc2)ccc1NC(=O)C1COc2ccccc2C1 (stereo not drawn)
    0.0, -4, -12, 0.0
COC(=O)c1ccc(NC(=O)CN2CCN(C(=O)c3ccco3)CC2)cc1
    -1.2, 24, 2, 0.0
Cc1ccc(/C=C2\C(=N)N3N=C(S(=O)(=O)CC(C)C)SC3=NC2=O)o1
    -0.5, 9, 5, -0.1
COc1ccc(-c2cc(-c3ccccc3)c(C#N)c(SCCS(=O)Cc3ccccc3)n2)cc1 (stereo not drawn)
    -0.3, 16, 4, 0.1
O=C1c2ccc([N+](=O)[O-])cc2C(=O)N1c1cccc(I)c1
    -0.2, -1, 9, 0.1
Cc1c(NC(=O)CSS(=O)(=O)O)c(=O)n(-c2ccccc2)n1C
    1.4, -11, -4, -0.1

(list continues)
| canonical_smiles | GPR151 ag | TEAD-YAP inh | MITF primary | FBW7 act |
| --- | --- | --- | --- | --- |
| COc1ccc(CCNC(=O)C2CC(=O)N(c3ccc(Cl)cc3)C2)cc1OC (stereo not drawn) | 0.3 | 3 | 2 | 0.0 |
| CCN1CCN(CCOc2ccc(C)cc2C)CC1 | 0.1 | 4 | 78* | -0.2 |
| Cc1ccc(-c2nnn(Cc3nc(N)nc(N4CCOCC4)n3)n2)cc1 | -0.6 | 3 | 6 | -0.1 |
| O=C(CSc1nnnn1-c1ccccc1F)Nc1ccc2c(c1)OCO2 | 2.1 | -2 | 8 | 0.0 |
| CN1CCOc2cc(S(=O)(=O)Nc3cccc(F)c3)ccc21 | 1.9 | -1 | 4 | -0.1 |
| COc1ccc(C(=O)Nc2c3c(nn2-c2cccc(C)c2C)CS(=O)C3)c(OC)c1 (stereo not drawn) | -0.8 | -2 | 18 | 0.2 |
| O=C(Nc1ccc2oc(-c3cc(Br)ccc3Cl)nc2c1)c1ccccc1 | 0.1 | 2 | 7 | -0.3 |
| CC(=O)c1ccc(C(=O)Oc2ccc3nc(N4CCCCC4)sc3c2)cc1 | 1.1 | -8 | 11 | 0.0 |
| CNS(=O)(=O)c1cccc(C(=O)OCC(=O)NCC(C)C)c1 | -0.7 | 0 | 4 | -0.2 |
| CCCSc1nnc2c(n1)OC(/C=C/c1ccc([N+](=O)[O-])o1)Nc1ccccc1-2 (stereo not drawn) | 0.4 | 25 | 17 | -0.1 |
| Cc1cccc(NC(=O)/C(C#N)=C\c2ccc(C(=O)O)cc2)c1 | -0.4 | 11 | -11 | 0.2 |
| Cc1ccc(CCC(=O)N2CCCC2c2nc3ccccc3[nH]2)o1 (stereo not drawn) | -0.3 | -3 | 2 | -0.1 |
| COc1ccc(NC(=O)CN2C(=O)c3ccc([N+](=O)[O-])cc3C2=O)cc1Cl | -0.8 | -7 | 5 | -0.1 |
| CN1CCN(c2ccnc3c(-c4ccccc4CO)cnn23)CC1 | 0.2 | -28 | -9 | -0.4 |
| N#Cc1cc2cc3c(cc2nc1NCCCNC(=S)NCC1CCCO1)OCO3 (stereo not drawn) | -1.2 | 2 | -3 | 0.1 |
| CCN1CCN(C(c2cccs2)C(C)NC(=O)C(=O)NCc2cccnc2)CC1 (stereo not drawn) | -0.8 | 2 | -22 | 0.1 |
| CCN1CCc2c(sc(NC(=O)c3ccc(S(=O)(=O)N4CCCC(C)C4)cc3)c2C(=O)OC)C1 (stereo not drawn) | 5.3* | 2 | 8 | 0.0 |
| CC(C)CC(=O)NS(=O)(=O)c1ccc(NC(=O)c2ccc(Cl)cc2)cc1 | 1.5 | 1 | 14 | 0.0 |
| CCNC(=O)Nc1ccccc1-c1cnn(-c2ccccc2)c1 | 1.7 | -5 | -2 | 0.0 |
| COCCCNCCCCOc1ccc(Cl)cc1C | 0.2 | 2 | 45 | -0.1 |
| Cc1ccc(NC(=O)C2C3C=CC4(O3)C2C(=O)N(CCCN2CCC(C)CC2)C4C(=O)NC2CCCC(C)C2C)cc1C (stereo not drawn) | -0.8 | 0 | -23 | 0.1 |
| CC1(C(=O)Nc2cccnc2)CC2c3ccccc3C1c1ccccc12 (stereo not drawn) | -0.2 | -10 | 2 | -0.1 |
| C=CCn1c(C)nnc1SCC(=O)c1[nH]c(C)c(C(C)=O)c1C | -0.6 | -5 | -1 | -0.2 |
| CCN1C(=S)NC2c3ccccc3OC1(C)C2C(=O)Nc1ccc(Cl)cc1 (stereo not drawn) | 0.8 | 0 | 12 | 0.1 |
| COc1c(/C=C2/SC(=Nc3ccccc3)NC2=O)cccc1[N+](=O)[O-] | -2.1 | 1 | 15 | 0.0 |
| O=C(CC1(O)C(=O)N(CCc2ccccc2)c2ccccc21)c1ccc(Br)cc1 (stereo not drawn) | -1.1 | -6 | -13 | -0.1 |
| CC(C)Oc1cc(-c2cn[nH]c2)ccc1NC(=O)C1COc2ccccc2O1 (stereo not drawn) | -0.5 | 10 | -4 | -0.2 |
| CCOC(=O)c1cnc2ccc(C(=O)OC)cc2c1Nc1cccc(C(F)(F)F)c1 | 0.2 | 8 | 1 | 0.0 |
| CCCC1=NN(c2ccc([N+](=O)[O-])cc2)C(=O)/C1=C\c1ccc2c(c1)OCO2 | 0.5 | -8 | 19 | 0.6 |
| Cc1ccc(Cl)cc1NC(=O)Cc1cc(-c2cccs2)on1 | 3.6 | -3 | 3 | 0.0 |
| CN1C(=O)C(C)(C)c2cc(S(=O)(=O)N(C)CC(=O)NCC3CCCO3)ccc21 (stereo not drawn) | 1.7 | -8 | 15 | 0.4 |
| COc1ccc(/C=C(\C#N)C(=O)NCCc2ccccc2)c(OC)c1OC | -1.2 | 6 | 6 | -0.2 |
| COC(=O)c1cccc(NC(=O)CCN2C(=O)c3ccccc3C2=O)c1 | -0.9 | -9 | -10 | 0.0 |
| Cc1ccc(N/N=C/c2ccc([N+](=O)[O-])o2)cc1 | 0.2 | 29 | 12 | -0.1 |
| Cc1cccc(C)c1NC(=O)C(Cc1c[nH]c2ccccc12)NC(=O)OCc1ccccc1 (stereo not drawn) | 0.2 | 9 | 14 | 0.1 |
| CC1=C(C#N)C(=O)N(CCCO)C(=O)/C1=C\c1ccc(-c2cccc(Cl)c2)o1 | 0.3 | 4 | 10 | -0.2 |
| COc1ccc(C(=O)CCN2CCCCC2)cc1OC | 1.1 | 4 | 7 | 0.0 |
| COC(=O)c1cc(NC(C)=O)ccc1Cl | 0.3 | 8 | -1 | 0.5 |
| O=C(CCC1(Cc2ccco2)CCC(=O)N1)NCc1ccc(F)cc1F (stereo not drawn) | -0.4 | -1 | -28 | 0.0 |
| COC(=O)c1ccc(OCC(O)CO)cc1 (stereo not drawn) | 0.0 | 3 | 11 | 0.0 |

Reprinted from the part before: two entries, then new ones.
| canonical_smiles | GPR151 ag | TEAD-YAP inh | MITF primary | FBW7 act |
| --- | --- | --- | --- | --- |
| O=C(CCC1(Cc2ccco2)CCC(=O)N1)NCc1ccc(F)cc1F (stereo not drawn) | -0.4 | -1 | -28 | 0.0 |
| COC(=O)c1ccc(OCC(O)CO)cc1 (stereo not drawn) | 0.0 | 3 | 11 | 0.0 |
| Cc1ccccc1N=Cc1sc2ccccc2c1O | -0.8 | 53* | -5 | -0.3 |
| CCCCN(CC)CCCNC(=O)C1CCN(c2nc3ccc(OC)cc3s2)CC1 | -0.9 | 1 | -21 | 0.0 |
| CCOC(=O)c1c(/N=C/c2cccc(OC)c2OC)sc2c1CCN(CC)C2 | 2.7 | 4 | 6 | 0.0 |
| O=C1C2CCCCC2C(=O)N1c1ccc(N2CCC(O)CC2)c([N+](=O)[O-])c1 (stereo not drawn) | -0.6 | -4 | -8 | -0.1 |
| COc1cc(NC(=O)c2cc(Cl)c(OC)c(Cl)c2)ccc1NC(=O)c1cc2ccccc2o1 | -1.5 | -2 | 2 | -0.1 |
| O=c1[nH]cnc2c1nc(Br)n2C1OC(CO)C(O)C1O (stereo not drawn) | -0.1 | 2 | -6 | 0.0 |
| COc1ccccc1NC(=O)c1sc2ncn(CC(=O)N3CCN(c4ccccn4)CC3)c(=O)c2c1C | -1.4 | 2 | -1 | 0.6 |
| NC(=O)C1CCN(C(=O)CN(c2cccc([N+](=O)[O-])c2)S(=O)(=O)c2ccccc2)CC1 | 0.8 | -5 | -1 | 0.0 |
| N#C/C(=C\c1ccccc1Cl)C(=O)Nc1sc2c(c1C(N)=O)CCCC2 | -0.5 | 2 | -7 | 0.2 |
| O=C(Nc1c2c(nn1-c1ccc([N+](=O)[O-])cc1)CSC2)c1ccccc1I | 1.2 | -2 | 10 | 0.0 |
| Cc1cc(C)nc(SC(C(=O)O)c2ccccc2)n1 (stereo not drawn) | -1.6 | 7 | 13 | 0.1 |
| COc1ccc(CCNC(=O)CC(C)=O)cc1 | 0.9 | -8 | 5 | 0.1 |
| COc1ccc(C(C)NC(=O)C(=O)NCc2cccnc2)cc1 (stereo not drawn) | -0.1 | -1 | 2 | -0.1 |
| CCOc1ccc(C(=O)Nc2cc3nn(-c4ccccc4)nc3cc2C)cc1Cl | 1.0 | -5 | -3 | 0.1 |
| Cc1no[n+]([O-])c1COc1ccc(/C=C(\C#N)c2ccc([N+](=O)[O-])cc2)cc1 | -0.3 | 0 | -8 | -0.2 |
| CSC1=NSC2=NC(=O)/C(=C\c3ccc(C(=O)O)cc3)C(=N)N12 | 0.5 | -26 | 8 | 0.0 |
| Cn1c2ccccc2c2nnc(SCC(=O)N3c4ccccc4Sc4ccccc43)nc21 | 0.2 | -10 | -10 | 0.0 |
